RMI FANCM FP: blocks RMI1/RMI2 complex binding to FANCM MM2 peptide | Fluorescence polarization, RMI core complex with F-MM2 peptide; stronger effect = lower value | FP signal (polarization) at 33 µM | 70,000 tested, 0.58% active; in the data active = FP signal below about 40; also: inactives centre near 61; strong numbers were not always called active; unit not given here
* = called active by the depositor; & = joins results of further samples; ! = repeats disagree. These rows are one share of the data (hit frequency here may not be typical).

Structure | RMI FANCM FP
O=C(O)CC1(CC(=O)N2CCN(C(c3ccccc3)c3ccccc3)CC2)CCCC1 | 54
CNC(=S)N[C@H]1[C@H](OC)O[C@H](COC(C)=O)[C@@H](OC(C)=O)[C@@H]1OC(C)=O | 52
CC(C)(C)NC(=O)Nc1nnc(SCC(=O)Nc2ccccc2C(F)(F)F)s1 | 55
O=C(Nc1nnc(-c2ccc3c(c2)OCCO3)o1)c1ccc([N+](=O)[O-])s1 | 70
CCc1ccc(NC(=O)c2cc(S(=O)(=O)NCc3ccc(OC)cc3)ccc2F)cc1 | 71
Cc1ccc(N2CCCS2(=O)=O)cc1NS(=O)(=O)CC(C)C | 66
O=C(NCCCn1nc(-c2ccncc2)ccc1=O)c1ccc(-c2ccccc2)cc1 | 67
O=C(CSc1nnc(COc2ccccc2)o1)Nc1ccc(OC(F)(F)F)cc1 | 74
CCNC(=O)c1csc(NC(=O)COc2ccc(Cl)cc2Cl)n1 | 55
COc1cc(OC)c2c(=O)c(-c3ccccc3)coc2c1 | 52

An excerpt from above in order of the RMI FANCM FP value, falling.
Structure | RMI FANCM FP
O=C(CSc1nnc(COc2ccccc2)o1)Nc1ccc(OC(F)(F)F)cc1 | 74
O=C(NCCCn1nc(-c2ccncc2)ccc1=O)c1ccc(-c2ccccc2)cc1 | 67
CC(C)(C)NC(=O)Nc1nnc(SCC(=O)Nc2ccccc2C(F)(F)F)s1 | 55
O=C(O)CC1(CC(=O)N2CCN(C(c3ccccc3)c3ccccc3)CC2)CCCC1 | 54

(list continues)
Structure | RMI FANCM FP
CNC(=O)Cc1ccc(-n2c(=O)c3ccccc3n(Cc3ccc(N4CCCC4=O)cc3)c2=O)cc1 | 64
CC(=O)Nc1cccc(NC(=O)CSc2nnc(C(C)C)c3cnn(-c4ccc(C)c(C)c4)c23)c1 | 62
Nc1nc2c(Cl)cc(Cl)cc2s1 | 54
CCOC(=O)NC(=S)c1ccc(OC)cc1 | 63
COc1ccc(S(=O)(=O)c2cnc(SCC(=O)Nc3cccc(SC)c3)[nH]c2=O)cc1 | 62
O=C(CS(=O)(=O)c1ccc(F)cc1)Nc1ccc2c(c1)C(=O)NC2=O | 62
COc1cc([N+](=O)[O-])c(NC(C)=O)cc1[N+](=O)[O-] | 55
O=C(CC1NCCN(Cc2ccccc2)C1=O)N/N=C\c1cc(Cl)cc(Cl)c1O (stereo unspecified) | 35*!
Cc1cc(NC(=O)C(=O)c2c[nH]c3ccccc23)n(-c2nc3c(cnn3-c3ccc(F)cc3)c(=O)[nH]2)n1 | 68
c1ccc2c(c1)ccc1sc(CCCCc3nc4ccc5ccccc5c4s3)nc12 | 61
CN1C(=O)c2cc(NS(=O)(=O)C3CCCCC3)ccc2Oc2ccccc21 | 52
COc1ccc(S(=O)(=O)Nc2ccc3c(c2)CC(=O)N3)cc1F | 65
Cc1cc(N)n(-c2ncnc3sc(C)c(-c4ccc(Cl)cc4)c23)n1 | 69
C=CCNC(=O)C(=O)NCCc1ccc(Cl)cc1 | 51
O=C1c2ccccc2NC(c2cccs2)N1CCCN1CCOCC1 (stereo unspecified) | 62&55
Cc1nc(CSc2n[nH]c(-c3ccc(C(C)(C)C)cc3)n2)cs1 | 55
COc1c(C)cc(S(=O)(=O)n2ccnc2)c(C)c1C | 67
CCOc1ccc2nc(N3CCN(C(=O)CCc4ccccc4)CC3)sc2c1 | 55
Cc1cc(/C(N)=N/O)n(C)n1 | 55
COC(=O)C[C@H]1C(C)(C)[C@@H](OC(C)=O)[C@@H]2CC3=C4CC(=O)O[C@@H](c5ccoc5)[C@]4(C)CCC3[C@@]1(C)C2=O (stereo partly specified) | 60
Cc1cc(C)cc(OCCNS(C)(=O)=O)c1 | 63
CCN(CC)CCN(C(=O)c1cccc(N2C(=O)CCC2=O)c1)c1nc2c(F)cc(F)cc2s1 | 74
COC(=O)C1=C(C)NC2=C(C(=O)CC(C)(C)C2)C1c1cscc1C#Cc1ccccc1 (stereo unspecified) | 66
Cc1cc(C)c2c(n1)sc1c(N3CCOCC3)ncnc12 | 56&61
COc1ccc(Nc2nc(N)c([N+](=O)[O-])c(N3CCC(C)CC3)n2)cc1 | 54
CCOCCCNc1oc(-c2ccc(S(=O)(=O)N3CCCC3)cc2)nc1C#N | 102
COCCN1CCCc2ccc(NC(=O)c3ccc(OC)cc3)cc21 | 68
CC(C)Cc1ccc(-c2csc(/C(C#N)=C\c3ccc(N(C)C)cc3)n2)cc1 | -50
Cc1ccc(C)c(S(=O)(=O)NCC(=O)N2CCN(C(c3ccccc3)c3ccccc3)CC2)c1 | 83
CCCS(=O)(=O)c1ccc(N2CCN(Cc3ccc4c(c3)OCO4)CC2)nn1 | 64
CCOc1ccc2ccccc2c1C(=O)NCc1nnnn1-c1ccc(C)c(C)c1 | 61
Cc1ccccc1NC(=O)Cn1c(-c2ccccn2)nc2ccccc21 | 67
C=CCN1C(=O)C(C)(C)COc2ccc(NC(=O)CCC3CCCC3)cc21 | 68
COc1ccc(C(=O)NCCS(=O)(=O)N2CCC(Cc3ccccc3)CC2)cc1 | 55
O=C(Cn1c(-c2ccccn2)nc2ccccc21)Nc1nc2ccccc2s1 | 101
CCOC(=O)N1CCN(C(=O)CSc2nnc(Cn3c(=O)sc4ccccc43)n2C)CC1 | 59
CCCN1CCCc2cc(CCNC(=O)c3ccccc3OC)ccc21 | 59
Cc1ccc(S(=O)(=O)NCC2CCN(C(C)C)CC2)s1 | 67
CC12CCC(C(=O)NCCCN3CCOCC3)(CC1=O)C2(C)C (stereo unspecified) | 65
CC(=O)Nc1nc(SCc2ccc(F)cc2)[nH]c(=O)c1NC(=O)c1cccs1 | 58

Reformatted with the structure last: four of the compounds above.
RMI FANCM FP | Molecule
59 | CCOC(=O)N1CCN(C(=O)CSc2nnc(Cn3c(=O)sc4ccccc43)n2C)CC1
55 | COc1ccc(C(=O)NCCS(=O)(=O)N2CCC(Cc3ccccc3)CC2)cc1
101 | O=C(Cn1c(-c2ccccn2)nc2ccccc21)Nc1nc2ccccc2s1
68 | C=CCN1C(=O)C(C)(C)COc2ccc(NC(=O)CCC3CCCC3)cc21

New compounds follow:
Structure | RMI FANCM FP
O=C(Cn1cnc(-c2ccc(F)cc2)cc1=O)N1CCN(c2cccc(Cl)c2)CC1 | 70
O=C1NCCOc2ccc(NS(=O)(=O)c3ccccc3Br)cc21 | 64
O=C(Cc1ccccc1)N1CCN(c2nc3ccc(Cl)cc3s2)CC1 | 55
CCOc1ccc(-c2ccc(C)c(NC(=O)C(C)C)c2)nn1 | 70
OCCN1CCN(CC(O)COc2ccc(Br)cc2)CC1 (stereo unspecified) | 62
C=CCNC(=S)Nc1ccccn1 | 54
Cc1cc(Br)cc(Br)c1OC(=O)c1ccco1 | 59
COC(=O)c1ccc(NC(=O)c2csc3nc(-c4ccccc4)cn23)cc1 | 76
O=C(NCCc1ccc(N2CCCC2)cc1)c1ccccc1C(F)(F)F | 68
Cc1ccc(F)cc1NC(=O)CSc1ncc(S(=O)(=O)c2cccs2)c(N)n1 | 76

The list goes on.
Molecule | RMI FANCM FP
O=C(CSC1CN(C(c2ccccc2)c2ccccc2)C1)N/N=C/c1ccc(Cl)cc1Cl | 59
Cn1nccc1NC=C(C#N)C#N | 56
Cc1ccccc1NC(=O)COc1ccccc1/C=C1\SC(=NCC(=O)O)NC1=O | 87
Cc1ccccc1OCC(O)Cn1c(SCC(=O)c2ccccc2)nc2c1c(=O)n(C)c(=O)n2C (stereo unspecified) | 57
COc1ccc(NC(=O)Cn2cnc3c([nH]c4cc(OC)c(OC)cc43)c2=O)cc1Cl | 97
O=C(NCCn1nc(-c2cccnc2)ccc1=O)C1CCCCC1 | 68
CCC(c1ccc(O)cc1)C(CC)c1ccc(O)cc1 (stereo unspecified) | 61&52
O=C(NCCc1ccccc1)N1CCC(c2nnc(C3CC3)s2)CC1 | 61
CCOC(=O)c1c(NC(=O)c2sc3ccccc3c2Cl)sc(Cc2ccc3c(c2)OCO3)c1C | 54
CCCn1cnc2ccccc21 | 47
O=C(COc1ccc(F)cc1)NCCn1ncc2c(=O)n(Cc3ccc(F)cc3)cnc21 | 67
CC(C)(C)NC(=O)NC(=O)c1c(F)cccc1Cl | 55
O=C(NCCSC1=NCCN1)c1cccnc1Oc1ccccc1 | 55
O=C(c1cccs1)N1CCN(c2ccc(-c3cccs3)nn2)CC1 | 54
NC(=O)Cc1csc(Nc2cccc(C(F)(F)F)c2)n1 | 29*
Cc1cccc(CC(=O)NCCCc2ccc(N(C)C)cc2)c1 | 69
COc1cc(C(=O)NN2C(=O)CSC2=S)cc(OC)c1OC | 67
O=C(Nc1ccc(S(=O)(=O)N2CCc3ccccc32)cc1)c1cccs1 | 77
COc1ccc(Cl)cc1N1C(=O)NC2CC1(C)Oc1ccc([N+](=O)[O-])cc12 (stereo unspecified) | 59
CC(=O)Nc1sc2c(c1C(N)=O)CC(C)(C)NC2(C)C | 67
Cc1noc(C)c1S(=O)(=O)Nc1cc(C(F)(F)F)ccc1N1CCOCC1 | 58
CC(C)COc1ccc(C(=O)O)cc1 | 68
Oc1c(Br)cc(Br)cc1C=Nc1ccc(-c2ccccc2)cc1 | 43
FC(F)(F)c1cnc2c(c1)[nH]c(=S)n2-c1ccc(Cl)cc1 | 54
COc1ccc(/C=C2\CS/C(=C\c3ccc(OC)cc3)C2=O)cc1 | 59
CC1CN(S(=O)(=O)c2ccc(F)c(Cl)c2)CC(C)O1 (stereo unspecified) | 67
O=S1(=O)CC(O)C(Cl)C1 (stereo unspecified) | 64
CCOC(=O)c1c(SCC(=O)NCc2ccco2)nc(=O)[nH]c1C | 51
O=C(CSc1c(-c2ccccc2)[nH]c2ccccc12)Nc1ccc2c(c1)OCO2 | 58
CSc1nc(COc2ccccc2Cl)nc(N)c1C#N | 64
COc1ccc(S(=O)(=O)Nc2ccc3c(c2)CN(C(=O)C2CC2)CC3)c(C)c1 | 65
COc1ccccc1N1CCN(CC(C)Nc2ccccn2)CC1 (stereo unspecified) | 54
C=CCNC(=O)C(=O)Nc1ccc(Cl)c(N2CCCS2(=O)=O)c1 | 63
FC(F)(F)C1(C(F)(F)F)N=C(c2cccnc2)OC(N2CCOCC2)=N1 | 58
CCOc1ccc(CC(=O)Oc2coc(CSc3nccc(C)n3)cc2=O)cc1 | 57
O=C(CCS(=O)(=O)c1ccccc1)NCc1ccccc1 | 69
CN1C2CC[C@@H]1CC(OC(=O)[C@H](CO)c1ccccc1)C2 (stereo partly specified) | 64
O=C(Oc1ccc(Cl)cc1Cl)c1cccnc1SCCS(=O)(=O)c1ccccc1 | 56
CCCOc1ccc(S(=O)(=O)NCc2ccsc2)cc1 | 68
CN1CCN(C(c2ccc(C(F)(F)F)cc2)c2cc(Cl)c3cccnc3c2O)CC1 (stereo unspecified) | 65
COc1ccc(CC(=O)NCCn2ncc3c(=O)n(Cc4cccc(F)c4)cnc32)cc1 | 66
COc1ccc(C2C(C#N)=C(N)Oc3c2ccc2ccccc32)cc1 (stereo unspecified) | 45
O=C(NCc1ccsc1)C(=O)NC1CC1 | 68
NS(=O)(=O)c1ccc(NC(=O)C2Cc3ccc(Cl)cc3C(=O)O2)cc1 (stereo unspecified) | 62
CCOC(=O)c1ccc(NC(=O)CSc2cn(Cc3ccc(Br)cc3)c3ccccc23)cc1 | 63
Cc1ccc(C)n1-c1ccc(S(N)(=O)=O)cc1 | 52
O=S(=O)(Cc1ccccc1)N1CCN(Cc2nc(-c3cccs3)cs2)CC1 | 68
O=C(Cc1ccc(O)cc1)NCCNC(=S)NCc1ccccc1 | 58
CCN(CC)CCSc1nc(-c2cccc([N+](=O)[O-])c2)nc2c1c(=O)n(C)c(=O)n2C | 79
COc1ccccc1C1CCN(C(=O)c2scc(S(=O)(=O)c3ccc(Cl)cc3)c2C)CC1 | 56
CCCCC(=O)Nc1ccc2c(c1)CCC(=O)N2Cc1ccccc1 | 66
Nc1c(C(=O)Nc2ccc(F)cc2)c2ccccn2c1C(=O)c1ccc(Cl)cc1 | 57
COc1ccc(-c2c(C)nn3c(-n4cnc5ccccc54)cc(C)nc23)cc1OC | 71
CCC(=O)Nc1ccc(C(=O)NCCNS(=O)(=O)c2cc(F)ccc2OC)cc1 | 64
Cc1ccccc1-n1c(Cn2c(=O)sc3ccccc32)nnc1SCc1c(F)cccc1Cl | 61
CCOC(=O)c1[nH]c2ccccc2c1NC(=O)c1ccc(N2C(=O)CCC2=O)cc1 | 60
O=C(NCCn1ncc2c(=O)n(Cc3ccccc3F)cnc21)c1ccc2c(c1)OCO2 | 69
CC1(C)OC2OC(C(=O)Oc3ccc([N+](=O)[O-])cc3)C3OC(C)(C)OC3C2O1 (stereo unspecified) | 60
O=C1CNC(=S)N1Cc1ccc2c(c1)OCO2 | 52
COC(=O)c1ccc(NC(=O)CSc2nnc3ccc(-c4cccc(OC)c4)nn23)cc1 | 53

(list continues)
Molecule | RMI FANCM FP
Fc1ccc(Cn2c3ccccc3c3nn4cnnc4nc32)cc1 | 28*
O=C(CSc1ccc(NC(=O)c2ccco2)nn1)NCc1ccccc1Cl | 67
O=C(NCc1cccnc1)C(=O)NCC(c1ccco1)N1CCOCC1 (stereo unspecified) | 54
CCOC(=O)c1c(N)n(-c2ccc(Cl)cc2)c2nc3ccccc3nc12 | 68
CS(=O)(=O)c1ccc(Nc2nc(CC(=O)NC3CCCC3)cs2)cc1 | 64
C#CCn1c(=NC(=O)c2ccc(N3C(=O)CCC3=O)cc2)sc2c(C)cc(C)cc21 | 62
O=C(COc1ccccc1)Nc1nc(-c2cc(Cl)ccc2Cl)cs1 | 77
Cc1nnc(NC(=O)CN2CCN(Cc3nc4ccccc4[nH]3)CC2)s1 | 60
CC(=O)Nc1cccc(-n2nnc(SCC(=O)Nc3ccc(F)c(Cl)c3)n2)c1 | 51
O=C(O)CCNC(=O)CN1C(=O)/C(=C/C=C/c2ccccc2)SC1=S | 40
O=C(COc1cccc2ccccc12)Oc1ccc([N+](=O)[O-])cc1 | 64
N=c1c(C(N)=O)cc2c(=O)n3ccccc3nc2n1Cc1ccco1 | 47
O=C(Nc1ccc2c(c1)N(C(=O)c1ccccc1)CCC2)Oc1ccccc1 | 71
NNC(=S)NC1CC2CCC1C2 (stereo unspecified) | 60
